High-throughput results (PubChem)
PAFAH2 FP inh: PAFAH2 (human) inhibition. recombinant PAFAH2, FP-rhodamine activity probe, fluorescence polarization. inhibition, % at 3.39 µM. actives 0.99% (n = 340,000);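 active = inhibition above the mean over all tested compounds plus 3 SD, cut at about 30% in these data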;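 note: inhibitors block probe labeling of enzyme so polarization drops; 0% = enzyme with DMSO and 100% = wells lacking PAFAH2 protein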
PP5 primary: blocks human protein phosphatase 5 activity; P53041; purified PP5c, OMFP substrate fluorescence; inhibition, % at 6.7 µM; actives 0.18% (n = 320,000); AID 1987;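 active = inhibition above the campaign's mean inhibition across all tested compounds plus 3 SD, cut at about 9.5% in these data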;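 note: 0% = DMSO only and 100% = 100 µM cantharidin control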
Target sequence (P53041 whole entry, looked up): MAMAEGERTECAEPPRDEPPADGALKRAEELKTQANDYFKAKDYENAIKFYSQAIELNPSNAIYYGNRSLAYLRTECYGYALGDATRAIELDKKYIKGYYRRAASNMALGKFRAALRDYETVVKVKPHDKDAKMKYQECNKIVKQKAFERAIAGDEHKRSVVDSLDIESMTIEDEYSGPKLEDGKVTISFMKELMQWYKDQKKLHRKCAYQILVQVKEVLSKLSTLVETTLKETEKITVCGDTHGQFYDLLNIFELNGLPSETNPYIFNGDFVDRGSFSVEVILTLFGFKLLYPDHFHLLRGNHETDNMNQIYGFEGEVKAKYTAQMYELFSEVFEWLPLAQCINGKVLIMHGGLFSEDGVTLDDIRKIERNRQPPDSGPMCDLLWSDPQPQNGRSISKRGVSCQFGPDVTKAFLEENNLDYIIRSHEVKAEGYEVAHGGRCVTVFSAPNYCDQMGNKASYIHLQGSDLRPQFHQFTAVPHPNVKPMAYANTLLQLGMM
Fh CTSL1 inh: blocks F. hepatica cathepsin L1 in PFM18AAP counter-screen; AID 1906; actives 0.49% (n = 300,000); inhibition, % at 5.96 µM; recombinant F. hepatica cathepsin L1, Z-Leu-Arg-MCA fluorescence;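 active = inhibition above the mean of all tested compounds plus 3 SD, set per screening campaign, cut at about 17% in these data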;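 note: 0% = plate median of test compound wells and 100% = 1 µM Z-Phe-Ala-diazomethylketone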
HCV core dimer: HCV core protein dimerization inhibition. TR-FRET GST/Flag-core106 dimerization, 1536-well. inhibition, % at 5 µM. actives 0.33% (n = 300,000);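 active = inhibition above the mean of all tested compounds plus 3 SD, set per screening campaign, cut at about 45% in these data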
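System: GST-tagged and Flag-tagged HCV core protein residues 1-106 / Input: core106 proteins, GST 13.5 nM and Flag 17 nM / Buffer or medium: KF-containing HEPES buffer, pH 7.45, DTT, CHAPS, BSA / Probe or stimulus: Eu-anti-GST and XL665-anti-Flag labelled anti-tag antibodies / Schedule: 4 h, 22.5 °C incubation / Technique: TR-FRET 671 and 617 nm emission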
PP1 counter: PP1-alpha (human) inhibition in PP5 counter-screen. actives 0.9% (n = 320,000). P62136. inhibition, % at 6.7 µM. AID 2235. purified PP1alpha, OMFP fluorescence;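 active = inhibition above the mean inhibition of all tested compounds plus 3 SD, computed separately for each screening campaign, cut at about 15% in these data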
TPT1 inhibitor: blocks Candida albicans tRNA 2'-phosphotransferase | inhibition, % at 5 µM | actives 0.81% (n = 300,000) | recombinant caTPT1, FP RNA substrate dephosphorylation;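 active = inhibition above the mean of all tested compounds plus 3 SD, set per screening campaign, cut at about 24% in these data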;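 note: plate controls were DMSO alone for no effect and ferristatin control at 100 nM for full effect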
AHR act: activators of human aryl hydrocarbon receptor | P35869 | AHR-responsive luciferase reporter cells, luminescence | activation, % at 5 µM | actives 2.5% (n = 320,000) | AID 2796; in the data active = activation above about 47%;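 note: 0% = vehicle wells and 100% = reference agonist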
procasp7 counter: counter-screen for procaspase-3 activators: activators of human procaspase-7. P55210. recombinant procaspase-7, Ac-DEVD-pNA absorbance 405 nm; D23A/D198A/D206A triple mutant, cannot self-cleave; scale: DMSO 0, 5 µM enzyme 100. AID 463210. actives 0.093% (n = 330,000). activation, % at 8.5 µM;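 active = percent activation above the screen-wide mean plus 3 SD, cut at about 25% in these data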
Target sequence (P55210 whole entry D23A/D198A/D206A): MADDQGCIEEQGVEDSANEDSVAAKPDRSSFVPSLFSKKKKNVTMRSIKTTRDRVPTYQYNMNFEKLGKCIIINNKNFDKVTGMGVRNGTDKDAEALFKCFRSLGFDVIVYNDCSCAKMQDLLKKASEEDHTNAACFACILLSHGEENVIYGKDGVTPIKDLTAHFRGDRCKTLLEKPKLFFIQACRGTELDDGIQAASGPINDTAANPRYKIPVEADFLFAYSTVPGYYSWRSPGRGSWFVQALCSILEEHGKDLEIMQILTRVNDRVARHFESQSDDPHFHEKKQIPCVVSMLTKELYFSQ
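Material: Procaspase-7 triple mutant (PC-7 D3A) | Quantity: 2 µM procaspase-7 mutant as dispensed | Reagent: DEVD-pNA substrate | Times: 1 h preincubation, 2 h reaction | Technique: 405 nm absorbance of p-nitroaniline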
proCasp3 act: procaspase-3 (human) activation; actives 0.11% (n = 330,000); recombinant procaspase-3 D3A, Ac-DEVD-pNA absorbance 405 nm; activation, % at 8.5 µM; AID 463141;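 active = activation above the mean of all tested compounds plus 3 SD, cut at about 21% in these data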;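 note: 0% = DMSO alone and 100% = DMSO wells spiked with extra 5 µM PC-3 D3A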
Target sequence (P42574 whole entry D9A/D28A/D175A): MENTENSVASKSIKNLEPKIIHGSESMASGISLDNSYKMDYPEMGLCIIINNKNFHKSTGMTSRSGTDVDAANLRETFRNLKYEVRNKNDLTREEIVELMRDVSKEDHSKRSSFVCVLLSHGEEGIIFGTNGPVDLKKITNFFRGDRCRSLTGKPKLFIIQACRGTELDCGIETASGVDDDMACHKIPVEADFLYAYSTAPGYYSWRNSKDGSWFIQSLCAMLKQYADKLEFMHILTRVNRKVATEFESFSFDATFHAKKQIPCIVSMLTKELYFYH
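Test system: Procaspase-3 D3A mutant, all three cleavage aspartates alanine | Dosing: Single dose, 8.5 µM nominal compound, 0.8% DMSO | Schedule: 1 h preincubation, 2 h reaction | Technique: 405 nm absorbance of p-nitroaniline, reads at 0 and 120 min | Repeats: One well per compound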
An asterisk follows results filed as active; · = not tested or not shown.

| structure | PAFAH2 FP inh | PP5 primary | Fh CTSL1 inh | HCV core dimer | PP1 counter | TPT1 inhibitor | AHR act | procasp7 counter | proCasp3 act |
| --- | --- | --- | --- | --- | --- | --- | --- | --- | --- |
| CNC(=S)NNC(=O)CCn1nc(C)c(Br)c1C | 4 | -0.1 | 1 | 0 | -2 | -4 | 1 | 6 | 4 |
| CCc1ccc(NC(=O)N2CCN(c3ccccc3)CC2)cc1 | -12 | 2.6 | -2 | 6 | -1 | 1 | 7 | 13 | 1 |
| O=C(NCc1ccccc1)C1Nc2ccc(OC(F)(F)F)cc2C2C=CCC12 (configuration not stated) | 12 | 1.1 | 4 | 4 | 6 | -1 | 8 | 2 | 1 |
| O=C(O)c1cc2c(o1)CCC/C2=N\O | -3 | 1.3 | -3 | 2 | -7 | -5 | 6 | 3 | -8 |
| O=C(Nc1ccccc1)Nc1sccc1-c1nc2ccccc2s1 | · | 1.1 | -1 | 1 | -3 | 12 | 72* | -14 | -9 |
| COc1ccc(C(=O)NCC(O)COc2ccc(C(C)(C)C)cc2)cc1[N+](=O)[O-] (configuration not stated) | · | 3.6 | 3 | -9 | 1 | -2 | 2 | -7 | 7 |
| Cc1ccc(CNC(=O)COc2ccccc2-c2ccccc2)cc1 | -3 | 0.6 | 0 | 5 | 2 | -2 | 3 | 14 | 10 |
| COc1ccc(N2CCN(c3oc(-c4ccccc4OC)nc3C#N)CC2)cc1 | -2 | 1.6 | 0 | 3 | 2 | 0 | 10 | 1 | 2 |
| O=C(COC(=O)Cc1ccsc1)Nc1ccc(Br)cc1F | 1 | 2.1 | · | · | 3 | · | 7 | -3 | 2 |
| Cc1ccc(NC(=S)N/N=C2\CC(C)(C)Oc3ccc(O)cc32)cc1 | 1 | 5.1 | -2 | 1 | 1 | -1 | 70* | -4 | -1 |
| Cc1ccc(CC(=O)N(C)CC(=O)N(CC(C)C)c2c(N)n(CC(C)C)c(=O)[nH]c2=O)cc1C | 1 | 2.0 | 1 | 3 | -4 | 2 | 3 | 8 | 9 |
| CCCCOc1ccccc1NC(=O)CC1Nc2ccccc2NC1=O (configuration not stated) | -2 | 0.3 | 0 | 7 | 7 | 8 | 28 | -9 | -8 |
| Cc1cc(Oc2cnn(C(C)(C)C)c(=O)c2Cl)cc(C(C)C)c1 | -3 | 0.6 | -1 | 0 | 3 | -2 | 2 | 2 | 2 |
| CCCCN(CC)C(=O)c1ccc(-c2ccccc2)cc1 | 3 | -1.8 | 2 | 13 | -2 | -1 | 5 | 4 | 3 |
| COc1ccc(-c2n[nH]c(C)c2-c2cc(OC)ccc2O)cc1 | -3 | 4.3 | -1 | -3 | -2 | -4 | 4 | 9 | 2 |
| O=C(NCc1ccc(Cl)cc1)c1ccc(CSc2nc3ccncc3[nH]2)cc1 | -3 | 1.2 | 0 | 0 | 1 | 2 | 3 | 4 | -6 |
| Cc1cc(-c2ccc(N=Nc3c(S(=O)(=O)O)cc4cc(S(=O)(=O)O)cc(N)c4c3O)c(C)c2)ccc1N=Nc1c(S(=O)(=O)O)cc2cc(S(=O)(=O)O)cc(N)c2c1O | · | 18* | 27* | -466 | 76* | 80* | -3 | -10 | -6 |
| CCN1C(=O)N[C@@H](c2ccccc2)[C@H](C(C)=O)[C@H]1C | 3 | -0.6 | -2 | -8 | -2 | 2 | 1 | -4 | -2 |
| CCn1c(=O)c2ccccc2n(Cc2ccccc2C)c1=O | -1 | -0.9 | -3 | 11 | 2 | -1 | 0 | 7 | 4 |
| CCc1nnc(NC(=O)CCC(=O)NCCc2ccc(OC)c(OC)c2)s1 | 2 | -2.3 | -1 | -2 | -1 | 3 | 2 | 9 | 1 |
| CCCn1c(SCCC(=O)O)nc2ccccc21 | -10 | -0.6 | -2 | -3 | 0 | -2 | -2 | 5 | 1 |
| O=C(NCC(c1ccco1)N1CCN(c2ccccc2F)CC1)C(=O)NC1CCCCC1 (configuration not stated) | 7 | -0.1 | 4 | 0 | -7 | 1 | 2 | 2 | 9 |
| CCc1ccc(N2CC(C(=O)Nc3nccs3)CC2=O)cc1 (configuration not stated) | -3 | 1.3 | -5 | 6 | 1 | -1 | 7 | 2 | -3 |
| Cc1cc(C)n(-c2nc3c(c(=O)[nH]c(=O)n3C)n2CC(O)COc2ccccc2)n1 (configuration not stated) | 5 | -0.4 | -1 | 8 | -4 | 0 | 3 | 1 | 1 |
| COc1cccc(NC(=O)CNCc2ccccc2)c1 | -2 | 0.1 | -4 | 8 | -3 | 1 | 3 | 2 | 1 |
| COc1ccc(C(C(=O)NCc2ccccc2)N(Cc2cccnc2)C(=O)c2snc(C(N)=O)c2N)cc1OC (configuration not stated) | 1 | -1.1 | -2 | 1 | -1 | -3 | -1 | 10 | 9 |
| OCCNCC(O)Cn1c2ccccc2c2ccccc21 (configuration not stated) | -2 | -0.3 | -1 | -7 | -3 | -5 | 2 | 10 | 6 |
| CCCc1nnc(SCC(=O)N2CCOCC2)n1CCCOC | 2 | 0.4 | -2 | 0 | -3 | -3 | 2 | -3 | 14 |
| Cc1cc(/C=N\O)c(C)n1-c1ccncc1 | 5 | -1.1 | 5 | -1 | -4 | 3 | 0 | 6 | 0 |
| CCCCC1CCC(C(=O)NCC(c2ccco2)N2CCOCC2)CC1 (configuration not stated) | 7 | 3.5 | 4 | 2 | 1 | -3 | 1 | 3 | 9 |

A run of entries from further up, for reference:
| structure | PAFAH2 FP inh | PP5 primary | Fh CTSL1 inh | HCV core dimer | PP1 counter | TPT1 inhibitor | AHR act | procasp7 counter | proCasp3 act |
| --- | --- | --- | --- | --- | --- | --- | --- | --- | --- |
| CNC(=S)NNC(=O)CCn1nc(C)c(Br)c1C | 4 | -0.1 | 1 | 0 | -2 | -4 | 1 | 6 | 4 |
| CCc1ccc(NC(=O)N2CCN(c3ccccc3)CC2)cc1 | -12 | 2.6 | -2 | 6 | -1 | 1 | 7 | 13 | 1 |
| O=C(NCc1ccccc1)C1Nc2ccc(OC(F)(F)F)cc2C2C=CCC12 (configuration not stated) | 12 | 1.1 | 4 | 4 | 6 | -1 | 8 | 2 | 1 |
| O=C(O)c1cc2c(o1)CCC/C2=N\O | -3 | 1.3 | -3 | 2 | -7 | -5 | 6 | 3 | -8 |
| O=C(Nc1ccccc1)Nc1sccc1-c1nc2ccccc2s1 | · | 1.1 | -1 | 1 | -3 | 12 | 72* | -14 | -9 |
| COc1ccc(C(=O)NCC(O)COc2ccc(C(C)(C)C)cc2)cc1[N+](=O)[O-] (configuration not stated) | · | 3.6 | 3 | -9 | 1 | -2 | 2 | -7 | 7 |
| Cc1ccc(CNC(=O)COc2ccccc2-c2ccccc2)cc1 | -3 | 0.6 | 0 | 5 | 2 | -2 | 3 | 14 | 10 |
| COc1ccc(N2CCN(c3oc(-c4ccccc4OC)nc3C#N)CC2)cc1 | -2 | 1.6 | 0 | 3 | 2 | 0 | 10 | 1 | 2 |
| O=C(COC(=O)Cc1ccsc1)Nc1ccc(Br)cc1F | 1 | 2.1 | · | · | 3 | · | 7 | -3 | 2 |
| Cc1ccc(NC(=S)N/N=C2\CC(C)(C)Oc3ccc(O)cc32)cc1 | 1 | 5.1 | -2 | 1 | 1 | -1 | 70* | -4 | -1 |
| Cc1ccc(CC(=O)N(C)CC(=O)N(CC(C)C)c2c(N)n(CC(C)C)c(=O)[nH]c2=O)cc1C | 1 | 2.0 | 1 | 3 | -4 | 2 | 3 | 8 | 9 |

Next section.
| structure | PAFAH2 FP inh | PP5 primary | Fh CTSL1 inh | HCV core dimer | PP1 counter | TPT1 inhibitor | AHR act | procasp7 counter | proCasp3 act |
| --- | --- | --- | --- | --- | --- | --- | --- | --- | --- |
| COC(=O)c1ccc(Oc2cc(C)nc(NCc3ccccc3)n2)cc1 | -11 | 1.7 | 1 | 3 | 2 | -5 | 0 | 10 | -2 |
| CCOc1ccc(OCC)c(NC(=O)CN2CCN(c3cccc(C)c3)C(C)C2)c1 (configuration not stated) | 2 | -2.1 | 1 | 2 | 0 | 3 | 1 | 0 | 5 |
| Cc1c(CCCN)c2ccccc2n1Cc1ccccc1 | -4 | 4.0 | 1 | -6 | 2 | 0 | 0 | 7 | -1 |
| CC(=O)NCCn1c(SCC(=O)NCCC(C)C)nc2ccccc2c1=O | -2 | 7.0 | -4 | 4 | 0 | 1 | -1 | 14 | 6 |
| NS(=O)(=O)c1ccc(NC(=S)Nc2ccc(OCc3ccccc3)cc2)cc1 | -7 | 0.9 | -1 | 29 | 3 | 0 | 0 | -11 | -4 |
| CCCc1cc(C(=O)Nc2cnn(Cc3ccc(F)cc3)c2)no1 | 0 | 0.2 | 0 | 0 | -2 | 5 | 10 | -2 | -3 |
| COC(=O)c1ccc(CN2C(=O)c3ccccc3S2(=O)=O)cc1 | -2 | 2.1 | 0 | -1 | -2 | -1 | -2 | -10 | -2 |
| O=C(CCNC(=O)c1ccccc1Cl)Nc1nc2ccccc2s1 | 4 | 0.2 | -1 | 0 | 5 | 2 | 14 | 0 | 1 |
| Cc1cc(NC(=O)CSCC(=O)Nc2nc3ccccc3[nH]2)no1 | 3 | 0.0 | 1 | -2 | -6 | -4 | 22 | 5 | 9 |
| COc1ccc(-c2noc(C3CCCN(S(=O)(=O)c4ccc(C)c(Cl)c4)C3)n2)cc1OC (configuration not stated) | -2 | 0.9 | 0 | 6 | -1 | -3 | -1 | 7 | 1 |
| COc1cc(NC(=S)NCc2ccc(S(N)(=O)=O)cc2)cc(OC)c1 | 4 | -1.4 | -1 | -3 | -3 | 2 | 1 | -2 | -12 |
| Cc1nc2scc(C)n2c(=O)c1S(=O)(=O)N1CCN(c2ccc([N+](=O)[O-])cc2)CC1 | 1 | 0.5 | -2 | 3 | -1 | -2 | 1 | 2 | 0 |
| COc1ccccc1NC(=O)CSc1nc2[nH]ncc2c(=O)[nH]1 | 0 | -1.1 | 0 | -3 | -2 | -3 | 3 | -10 | -3 |
| CC(=O)n1c2c(c3ccccc31)OC(N)=C(C#N)C2c1ccc(C(C)C)cc1 (configuration not stated) | 13 | 4.4 | 3 | 13 | -2 | 3 | 44 | 0 | -8 |
| COc1ccc([N+](=O)[O-])cc1Nc1ncnc2ccccc12 | 4 | 0.2 | 0 | 10 | -1 | -1 | 28 | -1 | -6 |
| O=C(C1CCCO1)N1CCN(Cc2nc3ccccc3c(=O)[nH]2)CC1 (configuration not stated) | 8 | 1.6 | 3 | -3 | -1 | 0 | 0 | -5 | 3 |
| c1ccc(-c2cn3c(n2)SCC3)cc1 | -4 | 0.2 | 2 | -5 | 2 | -5 | -1 | 7 | 0 |
| CCCCc1cc(=O)oc2c(CN(C)C)c(O)ccc12 | 8 | -0.1 | 6 | 2 | -6 | 0 | 10 | 9 | 6 |
| COc1ccc(N(CC(=O)N/N=C(\C)c2ccc(C)cc2)S(=O)(=O)c2ccccc2)cc1 | -4 | -1.0 | 5 | 7 | -3 | -2 | 0 | 3 | -1 |
| COc1cccc(OC)c1OCC(O)CN1CCN(c2ccccc2)CC1 (configuration not stated) | -11 | 0.1 | -3 | 10 | 0 | -1 | -1 | 0 | -4 |
